Screens from PubChem BioAssay.
b-catenin transl: alters nuclear translocation of beta-catenin in HeLa cells. 0.3% of 190,000 active. AID 1665. immunofluorescence imaging. nuclear translocation activity, % at 5 µM;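 active means nuclear translocation activity above 50% at 5 µM, with a well cell count of 50 or more; inconclusive means wells under 50 cells across six images, flagged as toxic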;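 further: per-cell ratio of nuclear to cytoplasmic median beta-catenin stain intensity; plate controls were DMSO negative control for no effect and GSK-3 inhibitor IX positive control for full effect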
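Test system: HeLa cells, endogenous beta-catenin; Compound: single 5 µM dose plus 0.02–20 µM confirmation series; Times: compound exposure 24 h at 37°C; Signal: fluorescence imaging of beta-catenin antibody stain plus DAPI; Read-out: % activation, nuclear-to-cytoplasmic median beta-catenin signal ratio per cell.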
Lipid droplet: hepatic lipid droplet formation modulation; AML12 mouse hepatocytes, oleate lipid droplets, BODIPY imaging; inhibition, % at 6.5 µM; 0.4% of 240,000 active;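 active means lipid droplet intensity inhibited by at least 50%, with more than 500 cells counted; inconclusive means wells with under 300 cells, treated as cytotoxic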
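System: AML12 hepatocytes (mouse). Probe or stimulus: oleic acid at 100 µM to induce lipid droplet formation. Times: overnight treatment with compound plus oleate. Detection: Image-based BODIPY and DAPI two-channel analysis. Evaluation: percent inhibition of filter-corrected integrated lipid droplet intensity per well.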
MT stabilizer: microtubule stabilization, imaging screen; 0.83% of 200,000 active; HeLa tubulin immunostaining HCS, 24 h; share of cells brighter than vehicle mean+2SD; % tubulin-high responders, % at 10 µM;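 active means plate Z-score above 3 for both tubulin-high and condensed-nucleus cell shares, with cell loss under 80%, at 10 µM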;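 further: anti alpha tubulin signal scored within the nucleus-defined area of each cell; some results filed as inactive read as strong as hits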
T cell modulator: T cell immune modulators affecting CD8 T cell-vesicle binding; 2C CD8+ T cell-vesicle binding, flow cytometry; hits give low values; calls only at 7 µM; 0.068% of 330,000 active;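 active means response, share of CD8 T cells binding vesicles, and their 90th percentile fluorescence all below set limits, cut at about 80% in these data, passing the limit was not always enough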
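Assay system: 2C TCR transgenic mouse naive CD8+ T cells, MACS-purified | Read-out: CD8+ gate FL2 mean fluorescence as % of same-row positive control | Signal: High-throughput flow cytometry with anti-B7-1 and anti-CD8 staining | Timing: Binding step 1.5 h, 37 °C, antibody labelling 20 min, ice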
Dynein cargo inh: blocks dynein driven cargo transport along microtubules. z-score, hits read low. 3617.4 mouse cells, GR-EGFP nuclear translocation imaging; test concentration mostly 20 µM; stimulated with dexamethasone, 1 µM; hits give low values. AID 1381. 0.47% of 220,000 active;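 active means plate z-score of nuclear minus cytoplasmic receptor signal below a set negative limit, without overly bright fluorescence or cell loss, cut at about -3.5 in these data, passing the limit was not always enough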;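 further: z-score of nuclear minus cytoplasmic ring GR-EGFP intensity difference per well; some compounds called inactive have numbers as strong as hits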
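Also added: dexamethasone, 1.0 µM final. Medium: tet-free, stripped-serum medium. Detection: fixed, Hoechst-stained cells imaged at 10x for EGFP. Read-out: nuclear-to-cytoplasmic GR-EGFP distribution per well. Times: induction 48 h, compound 1 h, agonist 30 min.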
CSM14.1 death rescue: rescue of cells from ER stress-induced death, primary screen, 384-well, CSM14.1, thapsigargin, ATP luminescence (AID 1222); cellular ATP content (survival), % at 20 µM, or EC50 in µM where a hit was titrated; CSM14.1 thapsigargin-induced death rescue, ATP luminescence; higher % means a stronger effect; 190,000 tested, under 10 active;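 active means EC50 below 50 µM in the dose-response confirmation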;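 further: death triggered by thapsigargin at about 15 µM added after 2 h compound pretreatment; cell ATP read after overnight thapsigargin exposure of roughly 18 to 22 hours; normalized against plate controls of thapsigargin alone and 5% DMSO vehicle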
Autophagy HCS: autophagy modulation, high-content screen; calls only at 10 µM (by protocol); 0.98% of 190,000 active; MEF GFP-LC3 puncta imaging; test concentration mostly 10 µM; AID 463193;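 active means percentage of spot-positive cells more than 3 SD above its plate mean, without a fluorescence outlier flag or 80% toxicity; inconclusive means no clear call, values can overlap the other calls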;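 further: spot-positive cell cutoff set from DMSO-treated cells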
PhoP inhibition: PhoP-dependent GFP reporter repression – Salmonella Typhimurium, primary screen (AID 1863) | S. Typhimurium PhoP-regulated promoter GFP reporter, 4 h; higher % means a stronger effect | 0.16% of 300,000 active | inhibition, % at 50 µM, or IC50 in µM where a hit was titrated;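 active means inhibition over 29.93%, a cutoff 3 SD above the screen mean, later confirmed by dose response; inconclusive means inhibition over 29.93% but no dose response follow-up; inactive means inhibition at most 29.93% or unconfirmed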;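 further: 0% = low Mg2+ inducing control and 100% = high Mg2+ repressing control; strong numbers were not always called active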
Insulin prom up: MIN6 insulin promoter up-regulation; MIN6 insulin promoter-GFP reporter, high-content imaging; hits give high values; z-score at 5 µM; 0.3% of 190,000 active; AID 1625;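 active means z-score above 3 at 5 µM with at least 500 cells counted in the well; inconclusive means wells under 500 cells, flagged as cytotoxic or low count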
Dynein cargo inh cytoplasmic EGFP: recorded beside Dynein cargo inh, whose call it bears; z-score; measured here: cytoplasmic GR-EGFP intensity; hits give high values
Dynein cargo inh nuclear GR-EGFP: recorded beside Dynein cargo inh, whose call it bears; z-score; measured here: nuclear GR-EGFP intensity;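 lower value marks the stronger effect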
Dynein cargo inh cell count: recorded beside Dynein cargo inh, whose call it bears; z-score; measured here: cell count per field
Insulin prom up cell count: second read-out of Insulin prom up, no call of its own (marks repeat the call); cell count; measured here: cytotoxicity, nuclei count;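 total cells summed across four imaged fields per well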
Lipid droplet cells 6.5 µM: recorded beside Lipid droplet, whose call it bears; cell count; measured here: cell count, cytotoxicity flag;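 cells counted across two imaged fields per well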
b-catenin transl cell count 5 µM: second read-out of b-catenin transl, no call of its own (marks repeat the call); cell count; measured here: cell count, cytotoxicity flag
T cell modulator vesicle-bound %: also measured in T cell modulator; calls as there; double positive events, %; measured here: CD8+ vesicle-bound cell fraction;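 binding gate set so that unloaded-vesicle control wells show 10% double positive cells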
MT stabilizer Hoechst-high %: recorded beside MT stabilizer, whose call it bears; % Hoechst-high responders; measured here: nuclear condensation Hoechst responders;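 share of cells brighter than vehicle mean plus two SD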
MT stabilizer cytotoxicity %: also measured in MT stabilizer; calls as there; toxicity, %; measured here: cytotoxicity by cell density;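 0% = mean cell density of plate MIN control wells and 100% = no cells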
Autophagy HCS cell loss 18 h: also measured in Autophagy HCS; calls as there; toxicity, %; measured here: cell loss, nuclei count;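 cell loss after 18 h compound exposure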
* hit, by the source's call; i = inactive; ? = inconclusive; · = not tested or not shown.

SMILES | b-catenin transl | b-catenin transl cell count 5 µM | Lipid droplet | Lipid droplet cells 6.5 µM | MT stabilizer | MT stabilizer Hoechst-high % | MT stabilizer cytotoxicity % | T cell modulator | T cell modulator vesicle-bound % | Dynein cargo inh | Dynein cargo inh cytoplasmic EGFP | Dynein cargo inh nuclear GR-EGFP | Dynein cargo inh cell count | CSM14.1 death rescue | Autophagy HCS | Autophagy HCS cell loss 18 h | PhoP inhibition | Insulin prom up | Insulin prom up cell count
COc1ccccc1-c1c(C)nn2c(N3CCN(Cc4ccccc4)CC3)cc(C)nc12 | · | · | · | · | 2.5 | 2.0 | 9.2 | i | 44 | 1.2 | 0.06 | 0.9 | -1.9 | 3.7% | i | 8 | -2% | 0.07 | 880
Cn1c2c(c(=O)n(C)c1=O)C(c1cc3c(cc1Br)OCO3)CC(=O)N2 (stereo unspecified) | 0.9 | 1101 | -4 | 639 | 3.4 | 2.3 | 5.5 | i | 48 | -0.47 | -0.24 | 0.017 | 0.98 | · | i | -3 | -3% | 1.2 | 1880
CC1CCCCC1NC(=O)CSc1ccc([N+](=O)[O-])cc1 (stereo unspecified) | -0.1 | 1273 | 0 | 692 | · | · | · | i | 37 | -0.69 | -0.26 | 0.4 | 0.19 | · | · | · | -4% | -0.78 | 1025
Cc1ccc(P(=O)(CO)c2ccc(C)cc2)cc1 | · | · | -10 | 790 | 1.9 | 2.4 | 9.2 | i | 14 | -0.85 | -0.19 | -0.27 | 0.87 | 0.4% | i | -1 | -6% | 0.17 | 829
CCN1C(=O)N(CC)C2C1N(C(C)=O)C(=O)N2C(C)=O (stereo unspecified) | 2.9 | 402 | -7 | 763 | 2.0 | 2.2 | 2.1 | i | 49 | -0.86 | -0.24 | -0.26 | 0.1 | -4.5% | i | -2 | 1% | · | ·
Cc1ccc(-n2nnnc2Sc2ccc(S(=O)(=O)NCCN(C)C)cc2[N+](=O)[O-])cc1 | 6.4 | 621 | 4 | 645 | 2.5 | 4.2 | 27 | i | 35 | -4* | 1.2* | -2.3* | 1.7* | -3.9% | i | 14 | -7% | ? | ·
Cc1nc(N2CCOCC2)nc(N2CCCC2)c1[N+](=O)[O-] | -1.0 | 1060 | 4 | 680 | 3.2 | 4.9 | 3.9 | i | 25 | -0.078 | -0.33 | -0.44 | 0.58 | 2.2% | i | 7 | -5% | -0.32 | 1355
COCc1cc(C)nc(N2CCNCC2)c1C#N | · | · | · | · | 3.7 | 2.3 | 0.0 | i | 57 | -0.069 | -0.24 | -0.041 | 0.87 | -1.7% | i | -6 | 6% | -0.13 | 967
CCC1CCCCN1C(=O)CCc1nnc(C2CCCCC2)o1 (stereo unspecified) | -2.5 | 1095 | -9 | 659 | 1.3 | 1.2 | 0.4 | i | 20 | 0.36 | -0.22 | 0.23 | -0.1 | -1.1% | i | -17 | 1% | -0.02 | 1454
COc1ccc(F)cc1C(=O)C1CCCN(C(=O)CCN2CCCCO2)C1 (stereo unspecified) | 4.1 | 960 | -2 | 744 | 2.9 | 2.3 | 6.4 | i | 31 | -0.72 | -0.32 | -0.28 | 0.61 | 0.7% | i | -41 | -1% | -0.36 | 1327
COc1ccc(OC)c(C(=O)/C=C/c2ccccc2C(F)(F)F)c1 | · | · | · | · | 6.6 | 3.2 | 23 | i | 24 | -2 | 0.16 | -0.74 | -0.15 | 2.4% | i | 34 | -5% | · | ·
Cn1c(O)c(N=Nc2nc(-c3ccccc3)cs2)c2ccccc21 | · | · | 12 | 681 | 4.5 | 3.3 | 8.8 | i | 5 | -1.2 | 0.2 | -0.78 | 0.7 | -1.1% | i | -1 | -14% | 0.77 | 1292
Cc1cccc(/C=c2\s/c(=C\C(=O)C(C)(C)C)[nH]c2=O)c1 | 3.4 | 1408 | · | · | 19 | 1.9 | 49 | i | 34 | -1 | -0.14 | -0.51 | 0.049 | -1.8% | i | 9 | 1% | -0.55 | 1142
O=C(COC(=O)CCCNC(=O)c1ccc(Cl)cc1)NCc1ccccc1Cl | 0.5 | 1018 | -11 | 769 | 2.1 | 1.8 | 7.0 | i | 40 | 0.26 | -0.18 | 0.88 | 0.35 | 3.8% | i | -10 | -7% | 1.1 | 855
COC(=O)CC1C(=O)NCCN1C(=O)Nc1cccc(Cl)c1 (stereo unspecified) | 1.5 | 1491 | 2 | 715 | 2.9 | 2.5 | 6.2 | i | 37 | 3.5 | -0.2 | 2 | -1.4 | -0.8% | i | 3 | 1% | 0.07 | 1366

Reprinted from the part before: 2 compounds, followed by the next part.
SMILES | b-catenin transl | b-catenin transl cell count 5 µM | Lipid droplet | Lipid droplet cells 6.5 µM | MT stabilizer | MT stabilizer Hoechst-high % | MT stabilizer cytotoxicity % | T cell modulator | T cell modulator vesicle-bound % | Dynein cargo inh | Dynein cargo inh cytoplasmic EGFP | Dynein cargo inh nuclear GR-EGFP | Dynein cargo inh cell count | CSM14.1 death rescue | Autophagy HCS | Autophagy HCS cell loss 18 h | PhoP inhibition | Insulin prom up | Insulin prom up cell count
O=C(COC(=O)CCCNC(=O)c1ccc(Cl)cc1)NCc1ccccc1Cl | 0.5 | 1018 | -11 | 769 | 2.1 | 1.8 | 7.0 | i | 40 | 0.26 | -0.18 | 0.88 | 0.35 | 3.8% | i | -10 | -7% | 1.1 | 855
COC(=O)CC1C(=O)NCCN1C(=O)Nc1cccc(Cl)c1 (stereo unspecified) | 1.5 | 1491 | 2 | 715 | 2.9 | 2.5 | 6.2 | i | 37 | 3.5 | -0.2 | 2 | -1.4 | -0.8% | i | 3 | 1% | 0.07 | 1366
NC(N)=NS(=O)(=O)c1ccc(NC(=S)NC(=O)c2ccc(Br)cc2)cc1 | 4.2 | 1012 | -2 | 732 | 2.9 | 2.3 | 6.7 | i | 55 | -0.8 | -0.31 | -0.84 | 1.8 | -0.9% | i | 20 | 7% | 0.01 | 1272
Cc1ccc(C(N)=O)cc1S(=O)(=O)Nc1cccc(C)c1C | · | · | -2 | 713 | 3.6 | 2.1 | 5.7 | i | 56 | 0.22 | -0.26 | 0.029 | -0.71 | -1.7% | i | -6 | 14% | · | ·
CC1(NC(=O)C2CCCCC2)CCS(=O)(=O)C1 (stereo unspecified) | -3.8 | 1066 | 1 | 670 | 5.9 | 2.9 | 20 | i | 34 | 0.29 | -0.36 | 0.56 | 1.1 | -1.4% | i | 20 | 0% | 0.86 | 1199
CCCCn1c(NCc2ccc(N(C)C)cc2)nc2ccccc21 | -4.5 | 1085 | 3 | 749 | · | · | · | i | 60 | 1.9 | -0.26 | 0.76 | -0.89 | · | · | · | 15% | -0.15 | 1486
Cc1ccccc1NC(=O)c1cc2c(C)nc3ccccc3c2o1 | · | · | -3 | 689 | 2.0 | 1.6 | 5.7 | i | 56 | 1.1 | -0.22 | 0.16 | 0.14 | 0.0% | i | -18 | 0% | 0.21 | 1143
CC1(C)CCCC2=C1CC1C(=O)N(O)C(=O)C1C2 (stereo unspecified) | -6.1 | 1019 | · | · | 2.4 | 2.9 | 14 | i | 11 | 0.13 | 0.058 | 0.65 | -0.89 | 6.7% | i | 53 | 2% | 0.25 | 1200
COC(=O)C(Cc1csc2ccc(Cl)cc12)NC(=O)c1ccc(Cl)cc1 (stereo unspecified) | 0.7 | 1344 | -75 | 676 | · | · | · | i | 30 | 1.4 | -0.27 | 0.55 | -1 | · | · | · | 1% | 1.2 | 1362
COCCCNC(=S)Nc1ccc(N2CCCCC2)cc1 | · | · | -4 | 662 | 3.0 | 2.6 | 11 | i | 20 | 0.69 | -0.36 | 0.34 | -0.76 | -0.1% | i | 2 | -11% | · | ·
Cc1cc(CN(C)C(=O)CCc2nnc(Cc3cccc(C(F)(F)F)c3)o2)on1 | -0.1 | 995 | -10 | 731 | 2.0 | 1.3 | 4.2 | i | 44 | 0.65 | -0.31 | 0.095 | 0.17 | -0.3% | i | 18 | 10% | -0.23 | 1477
CC(C)CNC(=O)CC(=O)N/N=C/c1cccs1 | · | · | -3 | 736 | 2.4 | 1.8 | 4.3 | i | 43 | -1 | -0.25 | 0.069 | 0.73 | -0.3% | i | -11 | 1% | -0.11 | 1262
COC(=O)C1=C(C)N(c2ccc(OC)cc2)C(C)=C(C(=O)OC)C1c1ccc(OC)cc1 | 2.2 | 1277 | 6 | 735 | · | · | · | i | 26 | 0.004 | -0.27 | 0.66 | 0.27 | · | · | · | -4% | -0.91 | 1055
Cc1cc(/C=C2\SC(=S)NC2=O)c(C)n1C | 0.5 | 1389 | · | · | 1.6 | 1.0 | 8.1 | i | 25 | -0.36 | -0.046 | -0.28 | 0.08 | -1.8% | i | -4 | 1% | 0.58 | 1604
CC(=O)c1cccc(NC(=O)c2ccc(NS(C)(=O)=O)cc2)c1 | 2.1 | 947 | -5 | 724 | 2.9 | 1.9 | 6.2 | i | 39 | 0.37 | -0.2 | 0.092 | 0.11 | 3.3% | i | -4 | -9% | · | ·
